# RECQ1 inh: qHTS Assay for Inhibitors of RecQ-Like Dna Helicase 1 (RECQ1); Potency, µM (highest dose often 57.3 µM), inactives show top-dose activity, negative = inhibition, usual class: inhibitors; RECQ1 DNA unwinding, red fluorescence kinetic read; AID 2549, 2010; ATP-dependent DNA helicase Q1 (Homo sapiens), P46063; 240,000 compounds, 0.54% hits;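 also: plate controls were vehicle for no effect and no enzyme for full effect; nearly all actives have a fitted effect of over 30% in size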
# Target sequence (P46063 whole entry, looked up): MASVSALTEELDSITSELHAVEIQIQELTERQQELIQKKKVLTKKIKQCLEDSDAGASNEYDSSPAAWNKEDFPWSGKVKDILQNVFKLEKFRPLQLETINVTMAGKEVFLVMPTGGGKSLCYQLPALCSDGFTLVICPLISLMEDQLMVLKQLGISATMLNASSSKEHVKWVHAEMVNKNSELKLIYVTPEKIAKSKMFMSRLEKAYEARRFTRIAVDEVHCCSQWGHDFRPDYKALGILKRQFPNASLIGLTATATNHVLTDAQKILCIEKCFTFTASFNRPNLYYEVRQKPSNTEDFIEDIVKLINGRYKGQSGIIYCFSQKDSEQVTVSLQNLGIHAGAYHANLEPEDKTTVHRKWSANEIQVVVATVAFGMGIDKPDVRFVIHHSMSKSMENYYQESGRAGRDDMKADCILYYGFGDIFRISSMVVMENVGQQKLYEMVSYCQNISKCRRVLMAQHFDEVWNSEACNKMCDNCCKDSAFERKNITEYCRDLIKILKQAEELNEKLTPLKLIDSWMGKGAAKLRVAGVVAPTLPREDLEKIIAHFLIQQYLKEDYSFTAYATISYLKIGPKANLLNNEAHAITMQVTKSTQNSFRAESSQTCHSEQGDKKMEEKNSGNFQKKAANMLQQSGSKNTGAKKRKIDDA
#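 RECQ1T1 50 nM; forked duplex (20 bp + 30-nt ss tails) 200 nM, ATP 2 mM final; pH 8.0, 2 mM MgCl2, 2.5 ug/ml poly(dI-dC); 15 min compound preincubation; discontinuous kinetic read over 2 h at RT.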
# Luc counter: Counterscreen for Luciferase (Kinase-Glo TM) Inhibition. Luciferin 4-monooxygenase (Photuris pensylvanica), Q27757. Kinase-Glo luciferase, ATP luminescence, 8 min. Potency, µM (titrated, usually from 38.3 µM), for the others: top-dose activity change, negative = inhibition, actives largely listed as inhibitors. 200,000 compounds, 0.28% hits; also: % is scaled to controls: 0 for no effect and ±100 for the full control effect; nearly all actives have a fitted effect of over 60% in size
#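 Compound is pinned into ATP-containing buffer (10 uM ATP, imidazole pH 7.2, 7 mM MgCl2). Kinase-Glo luciferase reagent is then added. Light output is recorded following an 8-min room-temperature incubation.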
# Lamin A splicing: qHTS Assay for Modulators of Lamin A Splicing; HeLa LMNA splicing GFP/RFP minigene ratio, 48 h; Potency, µM (top dose mostly 46.1 µM), for inactives: at the top dose ratio change, negative = inhibition, most hits filed as inhibitors; 200,000 compounds, 0.01% hits; AID 1487, 2009; active = well fitted inhibition curve with a large enough effect in the signal ratio, with a control signal flat, not every such curve was filed as active; inconclusive = small, poorly fitted or top-dose-only effect, or effect the other way, or a change in a side signal; the % refers to the signal ratio; also: % is scaled to controls: 0 for no effect and ±100 for the full control effect
#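 S3 HeLa stable clones carrying a lamin A-EGFP splicing minigene plus DsRed2 were seeded at 600 cells/well in Opti-MEM with 2% FBS, pin-dosed and incubated 48 h at 37°C. Acumen cytometry (488 nm) gave the GFP/RFP total-intensity ratio.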
# ALDH1A1 inh: qHTS Assay for Inhibitors of Aldehyde Dehydrogenase 1 (ALDH1A1); Aldehyde dehydrogenase 1A1 (Homo sapiens), P00352; Purified ALDH1A1, NADH fluorescence, propionaldehyde substrate; Potency, µM (highest dose often 75.3 µM), without a hit: at the top dose activity, negative = inhibition, hits mostly inhibitors; 220,000 compounds, 7.3% hits; AID 1030, 2008; active = well fitted inhibition curve with a large enough effect, not every such curve was filed as active; inconclusive = small, poorly fitted or top-dose-only effect, or another doubt; inactive = no such curve, though single readings can be large or run the other way;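 also: plate controls were no enzyme wells and a reference inhibitor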
# SMN2 splice up: qHTS Assay for Enhancers of SMN2 Splice Variant Expression. 210,000 compounds, 2.8% hits. Potency, µM (top dose mostly 46.1 µM), without a hit: top-dose activity change, positive = activation, actives largely listed as activators. HEK293 SMN2-luciferase splicing reporter, luminescence, 30-36 h; also: % of control where 0% means no effect; nearly all actives have a fitted effect of over 55% in size
#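 qHTS luciferase splicing reporter: luminescence rises when SMN2 exon 7 is included in transfected HEK293 cells. Compound exposure lasted 30-36 h at 37C, with 4.5 mM final sodium butyrate as control, followed by a ONE-Glo read.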
# KDM4E inh: qHTS Assay for Inhibitors of Human Jumonji Domain Containing 2E (JMJD2E); JMJD2E catalytic domain, FDH-coupled NADH fluorescence (FDH is formaldehyde dehydrogenase); 230,000 compounds, 1.6% hits; Potency, µM (doses to about 57.1 µM), inactives show at the highest dose activity change, negative = inhibition, actives largely listed as inhibitors; Lysine-specific demethylase 4E (Homo sapiens), B2RXH2; AID 2147, 2009; active = well fitted inhibition curve with a large enough effect, not every such curve was filed as active; inconclusive = small, poorly fitted or top-dose-only effect, or another doubt; inactive = no such curve, though single readings can be large or run the other way;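 also: 0% = wells with enzyme and -100% = buffer wells without enzyme; nearly all actives have a fitted effect of over 50% in size; many of its hits are not listed in these tables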
# Target sequence (B2RXH2 1-337 limits assumed): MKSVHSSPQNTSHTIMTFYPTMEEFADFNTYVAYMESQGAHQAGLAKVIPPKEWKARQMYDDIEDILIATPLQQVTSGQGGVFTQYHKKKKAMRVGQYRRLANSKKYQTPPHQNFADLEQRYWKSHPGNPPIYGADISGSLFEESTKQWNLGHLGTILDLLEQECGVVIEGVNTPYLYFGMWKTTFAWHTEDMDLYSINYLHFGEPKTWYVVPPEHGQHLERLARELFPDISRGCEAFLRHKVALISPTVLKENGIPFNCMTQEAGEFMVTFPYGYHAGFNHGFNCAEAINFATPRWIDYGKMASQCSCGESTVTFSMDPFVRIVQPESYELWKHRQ
# L3MBTL1 inh: qHTS Assay for the Inhibitors of L3MBTL1. Lethal(3)malignant brain tumor-like protein 1 (Homo sapiens), Q9Y468. 230,000 compounds, 0.66% hits. AlphaScreen L3MBTL1–H3K9me1 peptide binding. AID 485360, 2010. Potency, µM (doses to about 57.1 µM), for inactives: top-dose activity, negative = inhibition, usual class: inhibitors; also: % is scaled to controls: 0 for no effect and ±100 for the full control effect; nearly all actives have a fitted effect of over 60% in size
#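 Displacement of a biotinylated histone H3(1-15) peptide monomethylated at Lys9 (75 nM) from L3MBTL1 (50 nM) was measured by AlphaScreen after a 30 min room-temperature compound incubation; cefsulodin titration served as intraplate control.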
# Tau fibril ThT: qHTS for Inhibitors of Tau Fibril Formation, Thioflavin T Binding; recombinant tau K18 P301L (four-repeat tau fragment), heparin-induced fibrillization, ThT fluorescence; Potency, µM (highest dose often 57.4 µM), without a hit: top-dose activity, negative = inhibition, usual class: inhibitors; 270,000 compounds, 2.1% hits; also: % is scaled to controls: 0 for no effect and ±100 for the full control effect; nearly all actives have a fitted effect of over 55% in size
#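 Aggregation was driven by heparin (20 uM final) acting on recombinant tau […] bearing P301L in 100 mM sodium acetate pH 7; fibrils were detected with Thioflavin T.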
# * = called active by the depositor; i = inactive; ? = inconclusive; . = no result given; [ ] = remark or other dose. Unless noted, calls follow the shape of the dose curve; as a rule, active = well fitted curve in the direction sought with a large enough effect; inconclusive = small, poorly fitted or top-dose-only effect, or another doubt; inactive = no such curve, though single readings can be large; an effect the other way counts as inactive or inconclusive. Potency is read from the fitted curve at half-maximal effect.
no.	SMILES	RECQ1 inh	Luc counter	Lamin A splicing	ALDH1A1 inh	SMN2 splice up	KDM4E inh	L3MBTL1 inh	Tau fibril ThT
1	CCc1nc(-c2ccc(C)nc2OC)no1	-3%	-2%	-8%	-1%	-4%	-14%	.	4%
2	O=C(CCCN1C(=O)/C(=C/c2cccs2)SC1=S)NNC(=O)c1ccncc1	i	-1%	.	10%	11%	3%	1%	-6%
3	CS(=O)(=O)N1CCN(Cc2ccc(C(F)(F)F)cc2)CC1	-6%	-2%	7%	?	-19%	?	.	-3%
4	O=C1CC(C(=O)NCc2ccccc2)N=C(N2CCCCC2)N1 (stereo unspecified)	11%	4%	4%	1%	-5%	-2%	-5%	-3%
5	C[C@]12CCC(=O)C=C1CCC1C3CC[C@](O)(C(=O)CO)[C@@]3(C)CC3OC312 (stereo partly specified)	0%	2%	.	?	-14%	6%	.	-7%
6	C=CCSc1nc(C)c(CC(=O)OCCCC)c(=O)[nH]1	-2%	-5%	2%	-1%	-11%	0%	-2%	-3%
7	CCOc1ccc(C(C)=O)cc1CSc1nnc(-c2cccs2)n1CC1CCCO1 (stereo unspecified)	-7%	-2%	2%	8.9µM*	7%	4%	3%	-11%
8	CCCCn1c(-c2ccco2)n[nH]c1=S	6%	1%	?	?	-16%	11%	-16%	6%
9	NC1=NC(c2cn[nH]c2-c2ccc(F)cc2)n2c(nc3ccccc32)N1 (stereo unspecified)	-3%	-1%	.	15%	14%	-8%	0%	4%
10	O=C(Cc1cccs1)NCc1ccc(F)cc1	-19%	-1%	22%	8%	20%	2%	6%	11%
11	CCc1c(OC(C)=O)c2ccccc2n(C)c1=O	-6%	-6%	5%	?	-36%[inhibitor]	?	6%	7%
12	O=C(COC(=O)c1cncc(Br)c1)NCC1CCCO1 (stereo unspecified)	i	1%	-2%	2%	19%	-6%	-7%	-14%
13	Cc1cc(F)ccc1NC(=O)c1cnccn1	-20%	0%	.	3%	-17%	6%	.	-12%
14	CC1CCN(CCn2c(=S)[nH]c3cc4c(cc3c2=O)OCO4)CC1	-9%	-1%	-1%[9.22 µM]	4%	-18%	?	.	-3%
15	COc1ccc(-c2[nH]ncc2CN2CCC(C(=O)N3CCOCC3)CC2)c(F)c1	i	1%	.	-2%	.	?	10%	-4%
16	CCOc1ccc(C(=O)Nc2ccccc2N2CCCC2)cc1	4%	0%	4%	0%	-4%	-15%	-8%	-19%
17	O=S(=O)(c1ccc(N2CCN(c3ccc(F)cc3)CC2)cc1)N1CCCC1	i	3%	5%	11%	-11%	-4%	0%	-12%
18	COc1cccc(C(=O)NCC2CCN(c3ccc(S(=O)(=O)N4CCOCC4)cc3)CC2)c1	-6%	13%	?	?	-41%[inhibitor]	-23%	-3%	-13%
19	Cn1nc(-c2ccccc2)cc1NC(=O)CCCC(=O)O	-3%	.	.	.	.	-4%	0%	-1%
20	Cc1cc(C(=O)OCCN2C(=O)c3ccccc3C2=O)c2ccccc2n1	i	-1%	18%	4%	-3%	4%	4%	-9%

# Grouped by structure: the entries above with two or more sulfur atoms (2)
no.	SMILES	RECQ1 inh	Luc counter	Lamin A splicing	ALDH1A1 inh	SMN2 splice up	KDM4E inh	L3MBTL1 inh	Tau fibril ThT
2	O=C(CCCN1C(=O)/C(=C/c2cccs2)SC1=S)NNC(=O)c1ccncc1	i	-1%	.	10%	11%	3%	1%	-6%
7	CCOc1ccc(C(C)=O)cc1CSc1nnc(-c2cccs2)n1CC1CCCO1 (stereo unspecified)	-7%	-2%	2%	8.9µM*	7%	4%	3%	-11%

# Quoted at random: 4 records from the list
no.	SMILES	RECQ1 inh	Luc counter	Lamin A splicing	ALDH1A1 inh	SMN2 splice up	KDM4E inh	L3MBTL1 inh	Tau fibril ThT
14	CC1CCN(CCn2c(=S)[nH]c3cc4c(cc3c2=O)OCO4)CC1	-9%	-1%	-1%[9.22 µM]	4%	-18%	?	.	-3%
18	COc1cccc(C(=O)NCC2CCN(c3ccc(S(=O)(=O)N4CCOCC4)cc3)CC2)c1	-6%	13%	?	?	-41%[inhibitor]	-23%	-3%	-13%
15	COc1ccc(-c2[nH]ncc2CN2CCC(C(=O)N3CCOCC3)CC2)c(F)c1	i	1%	.	-2%	.	?	10%	-4%
17	O=S(=O)(c1ccc(N2CCN(c3ccc(F)cc3)CC2)cc1)N1CCCC1	i	3%	5%	11%	-11%	-4%	0%	-12%

# Carrying on.
no.	SMILES	RECQ1 inh	Luc counter	Lamin A splicing	ALDH1A1 inh	SMN2 splice up	KDM4E inh	L3MBTL1 inh	Tau fibril ThT
21	O=c1[nH]c(CN2CCN(S(=O)(=O)c3ccc4c(c3)OCCO4)CC2)nc2sc3c(c12)CCCC3	-3%	.	-9%	5%	.	6%	0%	-8%
22	O=C(NCCc1c[nH]c2ccccc12)c1cnc2n(c1=O)CCS2	i	-1%	-10%	2%	?	7%	4%	-1%
23	CCn1c(SCC(=O)Nc2ccccc2)nnc1-c1ccc(S(=O)(=O)N2CCOCC2)cc1	i	8%	?	?	-35%[inhibitor]	-1%	1%	-5%
24	CCc1ccc(OCC(=O)Nc2cccc3c2CCCC3)cc1	4%	-3%	?	0%	-9%	5%	35%[activator]	-5%
25	Cc1cc(C(=O)N2CCN(c3ccccn3)CC2)no1	-1%	2%	-7%	17%	20%	-4%	.	-4%
26	CC1(C)CC(=O)C(C=NCCN2CCN(C(=O)c3ccccc3)CC2)=C(O)C1	8%	-2%	14%	-38%	5%	-3%	-4%	-3%
27	O=C(O)Cn1c(SCCOc2ccccc2F)nc2ccccc21	-7%	-3%	1%	3%	1%	0%	.	0%
28	CCOC(=O)c1ccc(NC(=O)CSC(=S)N2CCOCC2)cc1	i	1%	-4%[46 µM]	-1%	10%	7%	4%	-13%
29	CCOc1ccc(NS(=O)(=O)c2ccc3c(c2)CCN3C(=O)C2CCC2)cc1	-13%	19%	?	5%	-17%	1%	.	-18%
30	CC(=O)c1ccc(NC(=S)N2CCN(c3cccc(Cl)c3)CC2)cc1	i	1%	?	12%	-6%	2%	0%[11.4 µM]	-8%
31	CCOC(=O)c1ccc(NC(=O)COC(=O)c2cccc(Oc3ccccc3)c2)cc1	-12%	-1%	-4%	6%	3%	-4%	11%	-7%
32	Cc1ccc(C(=O)NNC2=NC(C)(C)Cc3ccccc32)cc1	-2%	.	.	.	.	1%	6%	1%
33	c1ccc(N2CCN(Cc3cn4cccnc4n3)CC2)cc1	-9%	-3%	-7%	6%	5%	-12%	2%	-6%
34	O=C(NCc1ccc2c(c1)OCO2)C1CCC(CNS(=O)(=O)c2ccc(Cl)cc2)CC1 (stereo unspecified)	-5%	-2%	12%	6%	-9%	0%	.	-4%
35	O=C(NC1CCCC1)C(c1ccccc1)N(C(=O)c1ccco1)C1CCCC1 (stereo unspecified)	-2%	-6%	1%	2%	-16%	4%	-2%	-7%
36	CCOC(=O)C1CCCN(C(=O)COc2ccc(N(C)S(=O)(=O)c3ccc(C)cc3)cc2)C1 (stereo unspecified)	-3%	.	.	-3%	.	-5%	.	-16%
37	O=C(NC1CCN(C(=S)NCc2ccco2)CC1)c1ccc(F)cc1	-6%	0%	0%	0%	-17%	-6%	-8%	-2%
38	CCOC(=O)CN1C(=O)C(=O)c2cc(C)ccc21	-9%	-3%	14%	0.18µM*	10%	5%	3%	-7%
39	O=C(Nc1ccc(N2CCCC2)cc1)c1ccc2ccccc2c1	4%	-10%	0%	10%	2.5µM*	6%	-11%	?
40	CCOC(=O)c1cnc2ccccc2c1NCCO	17%	-4%	?	-8%	-9%	-17%	-4%	-7%
41	CCOC(=O)Oc1c(OC)cc(C(=O)O[C@H]2C[C@H]3CN4CCc5c([nH]c6cc(OC)ccc56)[C@@H]4C[C@H]3[C@@H](C(=O)OC)[C@@H]2OC)cc1OC	i	-1%[17.1 µM]	?	3%[20.9 µM]	7%[20.6 µM]	?	.	.
42	CCOC(=O)COc1ccccc1/C=C1/NC(=O)NC1=O	1%	-3%	?	0%	-11%	1%	5%	5%
43	Cc1ccc(-c2nc(CS(=O)(=O)CC(=O)N3CCc4ccccc4C3)c(C)o2)cc1	3%	3%	-8%	-12%	-36%[inhibitor]	-12%	-2%	?
44	COc1ccc(OC)c(C2c3c(oc4ccccc4c3=O)C(=O)N2CCCN(C)C)c1 (stereo unspecified)	i	10%	-5%	3%	12%	0%	-1%	5%
45	CSCCC(NS(=O)(=O)c1ccc(Cl)cc1)C(=O)OCC(=O)c1ccc(F)cc1 (stereo unspecified)	6%	-5%	-14%	?	10%	-9%	-6%	15%
46	O=C(N/C(=C/c1cccnc1)C(=O)N1CCOCC1)c1ccccc1Cl	-3%	.	.	-2%	.	5%	1%	-4%
47	COc1cnc(-c2ccccn2)nc1Sc1ccc(C)cc1	23%	1%	-10%[46 µM]	?	-104%[inhibitor]	4%	?	?
48	CCn1c(SCC(=O)c2ccc(Br)cc2)nnc1C(C)NC(=O)Cc1ccc(OC)cc1 (stereo unspecified)	-9%	0%	8%	8%	-25%	5%	.	-17%
49	N#Cc1sc2nc(-c3cccs3)cc(-c3ccc(F)cc3)c2c1N	i	1%	6%	?	.	?	80%[activator]	6%
50	Cc1cc(C(=O)N/N=C/C(Cl)=C/c2ccccc2)c(C)o1	i	.	.	.	.	5%	-3%	-21%
51	COC(=O)CCC(=O)N1CCc2cc(S(=O)(=O)N3CCN(c4ccccc4Cl)CC3)ccc21	-2%	-1%	1%	?	-14%	1%	2%	-14%

# High-throughput results as filed in PubChem BioAssay.

# Not all compounds are listed; count on the stated rates, not on these rows.
